GSIS activator: primary screen for activators of insulin secretion dependent on glucose, INS-1E cells, GLuc reporter luminescence | INS-1E GLuc reporter insulin secretion, 2-3 h | activation, % at 16.6 µM | 370,000 compounds, 0.61% hits | AID 743287;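 active = lowest replicate activation of at least 40%, so every replicate reaches that level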;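 note: 0% = median of neutral control wells and 100% = median of IBMX positive control wells; some compounds called inactive have numbers as strong as hits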
PAX8 reporter: inhibitors of PAX8 transcriptional activity in RMG-I cells. RMG-I TPO-luciferase reporter, SteadyGlo, 24 h. inhibition, % at 12.6 µM. 360,000 compounds, 1.2% hits;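 active = mean replicate inhibition at least 60% with every replicate also reaching 60%; inconclusive = only one of the two criteria is met; inactive = mean below 60% and not all replicates reaching 60%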;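 note: luciferase light reporting Pax8 driven TPO promoter activity; plate controls were median of neutral control wells for no effect and mitoxantrone controls for full effect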
DENV2 CPE rescue: inhibitors of DENV2 cytopathic effect; CPE inhibition, % at 9.99 µM; 350,000 compounds, 1.7% hits; DENV2-infected cells, cytopathic effect rescue, plate reader; AID 651640; in the data active = CPE inhibition above about 20%, passing the limit was not always enough; inconclusive = no clear call, values can overlap the other calls; tested in BHK-21 cells;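 note: 0% = median of neutral control wells and 100% = median of positive control wells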
ARNT TACC3 PPI: disrupts binding between human ARNT and TACC3; Q9Y6A5; AlphaScreen His-ARNT PAS-B/GST-TACC3 binding, luminescence; TACC3 fragment carries E629A point mutation; inhibition, % at 9.99 µM; 390,000 compounds, 0.66% hits; AID 623870;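 active = mean inhibition of replicates at least 50% and at least half of replicates each reaching 50%; inconclusive = half or more replicates reach 50% but mean below 50%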;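 note: 0% = complete ARNT plus TACC3 wells and 100% = ARNT alone without TACC3; many hits fall short of the cut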
Xi reactivation: X-chromosome reactivation activator | XiGFP mouse fibroblasts, % GFP-positive cells imaging, 3 d; cells co-treated with 5-aza-dC sensitizer; scaled so ellipticine positive control = 100% | activation, % at 7.58 µM | 360,000 compounds, 0.055% hits;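 active = mean normalized replicate activation at least 10% and every replicate at or above 10%; inconclusive = only one of the two criteria met; inactive = mean below 10% and not all replicates reach 10%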;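 note: 0% = median of on-plate neutral control wells and 100% = ellipticine 6 µM median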
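System: XiGFP fibroblasts, SV40-immortalized. Medium: DMEM plus 5-aza-dC sensitizer. Doses: single point. Timing: 3 d treatment, 15 min room-temperature fixation. Control set: ellipticine 6 µM.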
ERp5 block: ERp5 (human) disulfide isomerase inhibition; Q15084; ERp5 insulin aggregation, absorbance 650 nm, 90 min; inhibition, % at 9.99 µM; 350,000 compounds, 0.05% hits;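 active = mean replicate inhibition above about 25%, with every replicate also reaching it, limit read from the data, passing the limit was not always enough; inconclusive = only one of those two criteria met; inactive = neither criterion met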
Target sequence (Q15084 whole entry, looked up): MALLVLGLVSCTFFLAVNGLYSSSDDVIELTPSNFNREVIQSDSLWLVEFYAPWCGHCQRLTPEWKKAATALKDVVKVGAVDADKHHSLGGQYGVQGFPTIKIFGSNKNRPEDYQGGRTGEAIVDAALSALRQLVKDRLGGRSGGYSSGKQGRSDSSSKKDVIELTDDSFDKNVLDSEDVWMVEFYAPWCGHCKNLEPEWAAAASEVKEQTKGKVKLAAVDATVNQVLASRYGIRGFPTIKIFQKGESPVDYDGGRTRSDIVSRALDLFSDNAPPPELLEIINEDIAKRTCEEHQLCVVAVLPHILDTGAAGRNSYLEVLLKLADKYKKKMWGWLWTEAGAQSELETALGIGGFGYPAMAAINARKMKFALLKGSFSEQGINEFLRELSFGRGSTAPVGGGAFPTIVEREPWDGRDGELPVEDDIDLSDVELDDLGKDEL
EWS-Fli block: blocks EWS/Fli oncoprotein-driven transcription | inhibition, % at 12.6 µM | 350,000 compounds, 0.67% hits | A673 NR0B1-luciferase reporter, viability-normalised;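 active = mean inhibition of at least 50% after viability correction, with every replicate also passing that limit; inconclusive = mean reaches 50% but only one of two replicates passes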;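 note: firefly luciferase signal divided by Alamar Blue viability fluorescence both relative to DMSO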
F508del corr: CFTR F508del correction in bronchial cells. CFBE cells, YFP halide quenching; stimulated with forskolin plus potentiator P3; % fluorescence drop versus neutral controls. activity (quench increase), % at 7.58 µM. 350,000 compounds, 0.36% hits;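 active = mean added fluorescence quench of at least 8% versus neutral control, with both replicates also reaching 8%; inconclusive = only one of the mean or replicate conditions met; inactive = mean below 8% and not both replicates reaching 8%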;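 note: cells transiently co-express mutant CFTR-F508del with the halide-sensitive YFP; corrector assay measuring rescue of mutant channel to the surface after 24 h compound exposure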
* marks the source's active call; other numbers are inactive results.

`CN(C)C(=O)C[C@@H]1C[C@H]2c3cc(NC(=O)Nc4ccc(F)cc4)ccc3O[C@H]2[C@@H](CO)O1` gave GSIS activator -1.0, PAX8 reporter 9.0, DENV2 CPE rescue -1.4, ARNT TACC3 PPI -0.9, Xi reactivation 0.2, ERp5 block -1.3, EWS-Fli block -11.5 and F508del corr -3.1.
Screening CCC(=O)N1CC[C@@H]2[C@H](CO)Nc3ccc(-c4ccccc4)cc3[C@@H]21 returned GSIS activator 1.4, PAX8 reporter -5.0, ARNT TACC3 PPI 6.6, Xi reactivation 0.0, EWS-Fli block -16.1 and F508del corr -0.1.
`C[C@H](CO)N1C[C@H](C)[C@H](CN(C)CC2CC2)Oc2ccc(NC(=O)Nc3ccc(C(F)(F)F)cc3)cc2CC1=O` gave GSIS activator -28.2, DENV2 CPE rescue -2.5, ARNT TACC3 PPI 15.3, Xi reactivation 0.1, ERp5 block 0.0, EWS-Fli block 10.6 and F508del corr -1.5.
CCOc1ccccc1N1CCN(c2nc3ccccc3nc2C(C#N)C(=O)OC(C)C)CC1 (stereo not drawn) was read as GSIS activator 2.0, PAX8 reporter 19.1, DENV2 CPE rescue -3.8, ARNT TACC3 PPI 17.1, Xi reactivation 0.0, ERp5 block -3.1, EWS-Fli block 20.4 and F508del corr 2.2.
For CCOC(=O)[C@H]1[C@H]2COc3ccc(Br)cc3[C@@H]2N2C(=O)CN(Cc3ccccc3)C(=O)[C@@]12C the results were GSIS activator -17.9, PAX8 reporter 1.8, DENV2 CPE rescue 4.2, ARNT TACC3 PPI 1.2, Xi reactivation -0.1, ERp5 block 1.8, EWS-Fli block 3.5 and F508del corr 0.4.
`O=C(C[C@@H]1C=C[C@H](NC(=O)Nc2cc(F)ccc2F)[C@H](CO)O1)NCCCN1CCOCC1` gave GSIS activator -8.5, PAX8 reporter -8.1, DENV2 CPE rescue -4.3, ARNT TACC3 PPI -8.9, Xi reactivation -0.1, ERp5 block 0.6, EWS-Fli block 4.8 and F508del corr -1.8.
For CCN(C(=O)Cc1c(C(=O)O)n(C)c2ccccc12)c1cc(OC)ccc1OC the results were GSIS activator -5.4, PAX8 reporter 0.5, DENV2 CPE rescue 6.9, ARNT TACC3 PPI 1.0, Xi reactivation 0.2, ERp5 block 1.5, EWS-Fli block -1.1 and F508del corr -1.0.
`O=C(O)Cc1sc(N/N=C\c2ccccc2)nc1-c1ccccc1` gave GSIS activator -2.7, PAX8 reporter -13.8, ARNT TACC3 PPI 1.8 and Xi reactivation 0.0.
For CCCCCN(C(=O)CCC(=O)OC(C)C(=O)Nc1ccccc1C)c1c(N)n(CCCC)c(=O)[nH]c1=O (stereo not drawn) the results were GSIS activator 7.4, PAX8 reporter 5.1, DENV2 CPE rescue 0.2, Xi reactivation 0.0, ERp5 block -0.8, EWS-Fli block 6.5 and F508del corr 0.2.
CC1(C)CC(=O)C(C=NCCN2CCNCC2)=C(O)C1 was read as GSIS activator 26.7, PAX8 reporter 6.9, DENV2 CPE rescue -5.7, ARNT TACC3 PPI -2.8, Xi reactivation 0.0, ERp5 block -4.8, EWS-Fli block 3.5 and F508del corr -2.4.
O=C(Nc1ccc2c(c1)[C@@H]1C[C@@H](CC(=O)N3CCCCC3)O[C@H](CO)[C@@H]1O2)Nc1ccccc1F was read as GSIS activator -3.1, PAX8 reporter 2.0, DENV2 CPE rescue -2.8, ARNT TACC3 PPI -4.8, Xi reactivation -0.1, ERp5 block -4.4, EWS-Fli block 2.6 and F508del corr 1.7.
`CCCC(C)NC(=S)NC(=O)c1cc(S(=O)(=O)N2CCOCC2)ccc1C` (stereo not drawn) gave GSIS activator -17.5, PAX8 reporter -9.7, ARNT TACC3 PPI 0.7 and Xi reactivation 0.0.
COc1cccc(CNC(=O)CCNS(=O)(=O)c2ccc3c(c2)oc(=O)n3C)c1 was read as GSIS activator 13.6, PAX8 reporter 9.0, DENV2 CPE rescue -0.3, ARNT TACC3 PPI 20.7, Xi reactivation 0.0, ERp5 block -1.7 and F508del corr 1.7.
COc1cccc(NC(=O)NCc2ccccc2F)c1 was read as GSIS activator 12.7, PAX8 reporter -17.0, DENV2 CPE rescue -3.3, Xi reactivation 0.0, ERp5 block 0.6, EWS-Fli block -24.5 and F508del corr 1.5.
CC1(C(=O)Nc2cccc3ncccc23)CCN1C(=O)Cc1ccc(-c2ccccc2)cc1 (stereo not drawn) was read as GSIS activator -33.4, PAX8 reporter 19.2, DENV2 CPE rescue inconclusive, Xi reactivation 0.0, ERp5 block 2.2, EWS-Fli block 13.5 and F508del corr 3.1.
CC(C)CN(C1CCS(=O)(=O)C1)S(=O)(=O)c1ccc(C(C)C)cc1 (stereo not drawn) was read as GSIS activator 18.5, PAX8 reporter -12.4, DENV2 CPE rescue 4.2, ARNT TACC3 PPI -1.6, Xi reactivation -0.1, ERp5 block 2.6, EWS-Fli block 5.3 and F508del corr 0.8.
CC1=C(C(=O)OCC2CCCCC2)C(c2ccccc2F)NC(=O)N1 (stereo not drawn) was read as PAX8 reporter 18.7, DENV2 CPE rescue 4.4, Xi reactivation 0.0, ERp5 block 3.1, EWS-Fli block 8.7 and F508del corr -7.5.
CCCOc1ccc(CN(CCO)CCO)cc1C(=O)OC was read as GSIS activator 12.3, DENV2 CPE rescue 1.9, ARNT TACC3 PPI 0.8, ERp5 block 0.6, EWS-Fli block -8.7 and F508del corr -0.7.
CCC/C=N/NC(=O)CNC(=O)c1ccccc1Cl was read as GSIS activator -3.3, PAX8 reporter 7.7, DENV2 CPE rescue 1.3, ARNT TACC3 PPI 1.5, Xi reactivation 0.1, ERp5 block -4.0, EWS-Fli block 0.1 and F508del corr 0.0.
For CC(C)(C)c1ccc(OCc2ccc(C(=O)NN)o2)cc1 the results were GSIS activator 11.2, PAX8 reporter -147.2, DENV2 CPE rescue 9.0, ARNT TACC3 PPI -10.1, Xi reactivation 0.1, ERp5 block -4.9, EWS-Fli block -83.1 and F508del corr 3.5.
For COc1ccccc1C(=O)NCCC(=O)NCCOc1ccc(C)cc1 the results were GSIS activator 4.6, PAX8 reporter 6.6, DENV2 CPE rescue 2.6, Xi reactivation 0.0, ERp5 block 1.9, EWS-Fli block -2.9 and F508del corr 0.5.
For O=C(/C=C/[C@H]1O[C@@H](n2ccc(=O)[nH]c2=O)[C@H](O)[C@@H]1O)NCc1ccccn1 the results were GSIS activator -1.2, PAX8 reporter 0.6, DENV2 CPE rescue -8.7, Xi reactivation -0.1, ERp5 block -1.4, EWS-Fli block 6.5 and F508del corr -1.9.
`Cc1ccc(NC(=O)c2c(F)cccc2Cl)cc1S(=O)(=O)N1CCOCC1` gave GSIS activator -8.7, PAX8 reporter -8.1, DENV2 CPE rescue -8.3, ARNT TACC3 PPI 3.1, Xi reactivation 0.0, ERp5 block 3.6, EWS-Fli block -3.2 and F508del corr 0.3.
CC(NC(=O)CSc1n[nH]c(=O)[nH]c1=O)C1CC2CCC1C2 (stereo not drawn) was read as GSIS activator 6.8, PAX8 reporter -6.2, ARNT TACC3 PPI -5.1, Xi reactivation 0.0, ERp5 block 1.2, EWS-Fli block 2.4 and F508del corr -1.6.
Screening S=C(Nc1cc(Cl)cc(Cl)c1)N1CCCC1 returned GSIS activator 9.2, PAX8 reporter -7.6, DENV2 CPE rescue 2.5, ARNT TACC3 PPI -5.3, Xi reactivation 0.2, ERp5 block 13.0, EWS-Fli block 4.8 and F508del corr -2.6.
`Cc1cccc(-n2c(SCC(=O)N3CC(=O)Nc4ccccc43)nc3ccccc3c2=O)c1` gave GSIS activator 3.4, PAX8 reporter 13.0, DENV2 CPE rescue -5.3, ARNT TACC3 PPI -2.3, Xi reactivation -0.1, ERp5 block 2.7, EWS-Fli block 23.1 and F508del corr 2.9.
Screening Cc1cc(C)cc(N(C(C)C(=O)NCc2ccc3c(c2)OCO3)S(C)(=O)=O)c1 (stereo not drawn) returned GSIS activator 7.6, PAX8 reporter 5.0, DENV2 CPE rescue 9.7, Xi reactivation 0.0, ERp5 block -1.5, EWS-Fli block 2.4 and F508del corr 1.1.
COc1ccc(/C=C/C(=O)NC(=S)N2CCN(c3ccccn3)CC2)cc1 was read as GSIS activator 6.3, PAX8 reporter 2.9, DENV2 CPE rescue 5.0, Xi reactivation 0.0, ERp5 block -0.8, EWS-Fli block -36.7 and F508del corr -1.2.
For CC(=O)NCCc1c[nH]c2ccc(OCC(O)CNC(C)(C)C)cc12 (stereo not drawn) the results were PAX8 reporter 21.7, DENV2 CPE rescue 1.7, ARNT TACC3 PPI -7.6, Xi reactivation -0.1, ERp5 block -1.6, EWS-Fli block 3.5 and F508del corr -2.1.
CN(Cc1ccccc1Cl)C(=O)C1CCC(=O)N(C2CCCCCC2)C1 (stereo not drawn) was read as GSIS activator 16.5, PAX8 reporter -10.1, DENV2 CPE rescue 6.3, ARNT TACC3 PPI 43.5, Xi reactivation 0.1, ERp5 block 1.9, EWS-Fli block -10.1 and F508del corr 0.7.
COc1ccc(S(=O)(=O)N2C[C@@H](O)COC[C@@H]3O[C@@H](CC(=O)NCCN4CCCCC4)CC[C@H]32)cc1 was read as GSIS activator 10.7, DENV2 CPE rescue -0.3, ARNT TACC3 PPI -3.9, Xi reactivation -0.1, ERp5 block 3.0 and F508del corr 0.8.
`CCOC(=O)C1(C)Oc2cccnc2NC1=O` (stereo not drawn) gave GSIS activator 2.5, PAX8 reporter 1.7, DENV2 CPE rescue -6.1, ARNT TACC3 PPI 0.9, Xi reactivation 0.5, ERp5 block -4.1, EWS-Fli block 10.4 and F508del corr 2.7.
Screening Cc1ccc(NC(=O)CCN2CCC(C(N)=O)CC2)cc1 returned PAX8 reporter 11.3, DENV2 CPE rescue 0.7, ARNT TACC3 PPI -11.7, Xi reactivation 0.0, ERp5 block -1.1, EWS-Fli block 5.9 and F508del corr -3.5.
`C[C@H](CO)N1C[C@H](C)[C@H](CN(C)C(=O)Nc2ccc(C(F)(F)F)cc2)Oc2ccc(NC(=O)C3CCCCC3)cc2CC1=O` gave GSIS activator -17.1, DENV2 CPE rescue -2.7, ARNT TACC3 PPI -8.7, Xi reactivation 0.0, ERp5 block 0.5, EWS-Fli block -1.7 and F508del corr 0.0.
`COc1ccc(OCC(=O)Nc2ccc3oc(=O)ccc3c2)cc1` gave GSIS activator 34.9, PAX8 reporter -7.0, DENV2 CPE rescue -9.5, ARNT TACC3 PPI -2.6, Xi reactivation 0.2, ERp5 block 2.0, EWS-Fli block 2.4 and F508del corr -0.6.
Screening COc1ccc(CCNc2nc(-c3ccncc3)cs2)cc1OC returned GSIS activator 21.0, PAX8 reporter 5.3, DENV2 CPE rescue -2.7, ARNT TACC3 PPI 4.3, Xi reactivation 0.1, ERp5 block 0.3, EWS-Fli block -14.8 and F508del corr 0.8.
Screening CO[C@@H]1CN(C)C(=O)c2cc(NC(=O)c3ccccc3)ccc2OC[C@H](C)N(C)C[C@H]1C returned GSIS activator -1.9, DENV2 CPE rescue -3.1, ARNT TACC3 PPI 7.4, Xi reactivation 0.0, ERp5 block 5.1, EWS-Fli block 1.6 and F508del corr -3.0.

Quoted from the results shown (two entries):
CC(NC(=O)CSc1n[nH]c(=O)[nH]c1=O)C1CC2CCC1C2 (stereo not drawn) was read as GSIS activator 6.8, PAX8 reporter -6.2, ARNT TACC3 PPI -5.1, Xi reactivation 0.0, ERp5 block 1.2, EWS-Fli block 2.4 and F508del corr -1.6.
Screening S=C(Nc1cc(Cl)cc(Cl)c1)N1CCCC1 returned GSIS activator 9.2, PAX8 reporter -7.6, DENV2 CPE rescue 2.5, ARNT TACC3 PPI -5.3, Xi reactivation 0.2, ERp5 block 13.0, EWS-Fli block 4.8 and F508del corr -2.6.

Screens from PubChem.
